Compound activity deposited in PubChem by National Center for Advancing Translational Sciences (NCATS).
GLP-1R agonist: GLP-1 receptor (human) agonism; P43220; HEK293 GLP-1R CRE-luciferase, luminescence, 4-6 h; cells express a hypersensitive GLP-1R form; Potency, µM (doses to about 45.6 µM), for inactives: at the highest dose activation, most hits filed as activators; 380,000 compounds, 0.007% hits; also: potency is read from the fitted curve at half-maximal effect; % of control where 0% means no effect
KB-V1 MDR tox: kills drug-selected multidrug resistant KB-V1 cells. KB-V1 MDR cells viability, CellTiter-Glo, 72 h. Potency, µM (titrated, usually from 46.1 µM), for inactives: at the top dose activity change, negative = cytotoxicity, actives largely listed as cytotoxic. 400,000 compounds, 3.4% hits. AID 1347076; also: potency is read from the fitted curve at half-maximal effect; % is scaled to controls: 0 for no effect and ±100 for the full control effect; nearly all actives have a fitted effect of over 60% in size
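Following 72 h at 37 degrees C with compound, KB-V1 cell viability was read by CellTiter-Glo luminescence, medium being phenol-red-free DMEM plus 10% FBS; concentration-response parameters came from normalized, curve-fitted qHTS data.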
DRD3 antagonist: blocks the human D3 dopamine receptor | P35462 | D3R cells, DiscoveRx beta-arrestin luminescence, antagonist mode; active compounds read low | max response, negative = inhibition, % | 360,000 compounds, 2.5% hits; in the data active = max response below about -50%; inconclusive = no clear call, values can overlap the other calls; also: % is scaled to controls: 0 for no effect and ±100 for the full control effect; mostly tested at two doses, the higher about 12 µM
Target sequence (P35462 whole entry, looked up): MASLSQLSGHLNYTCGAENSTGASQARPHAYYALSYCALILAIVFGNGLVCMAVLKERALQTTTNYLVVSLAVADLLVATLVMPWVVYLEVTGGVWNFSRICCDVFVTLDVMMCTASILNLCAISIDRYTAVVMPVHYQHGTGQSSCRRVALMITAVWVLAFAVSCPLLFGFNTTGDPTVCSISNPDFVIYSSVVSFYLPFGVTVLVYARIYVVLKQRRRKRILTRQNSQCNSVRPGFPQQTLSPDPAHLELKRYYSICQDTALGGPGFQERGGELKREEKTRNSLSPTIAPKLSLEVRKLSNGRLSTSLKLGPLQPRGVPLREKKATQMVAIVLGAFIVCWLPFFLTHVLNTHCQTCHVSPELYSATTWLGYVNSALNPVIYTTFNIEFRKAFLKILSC
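Cells plated overnight at 1500 cells/well, then exposed to library compounds with dopamine controls for 90 minutes at 37 degrees C. DiscoveRx reagent added for 30–60 minutes at room temperature; luminescence read, quantitative HTS format.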
aSyn rescue: rescues yeast growth from alpha-synuclein toxicity; Yeast expressing alpha-synuclein, growth rescue, BacTiter-Glo, 24 h; Potency, µM (highest dose often 46.1 µM), inactives show top-dose growth rescue (activation), actives largely listed as activators; 370,000 compounds, 0.14% hits; also: potency is read from the fitted curve at half-maximal effect; % of control where 0% means no effect; nearly all actives have a fitted effect of over 65% in size
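Galactose-induced alpha-syn yeast (OD600=0.02, raffinose-pregrown) + pinned cpd, 24 hr, 30 deg C; growth by BacTiter-Glo luminescence. Growth restoration scores as activation.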
DRD3 agonist: agonists of human D3 dopamine receptor. P35462. D3R DiscoveRx beta-arrestin cells, luminescence, 90 min. max activation, %. 410,000 compounds, 0.58% hits; in the data active = max activation above about 30%; also: 0% is about no effect; mostly tested at two doses, the higher about 12 µM
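Cells at 1500/well, incubated overnight, then treated with pinned compounds (dopamine as control) for 90 min at 37 degrees C. DiscoveRx reagent added for 30 - 60 minutes at room temperature; luminescence read.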
TDP-43 yeast inh: rescues yeast growth from TDP-43 toxicity | Potency, µM (titrated, usually from 46.1 µM), inactives show at the highest dose growth rescue (activation), usual class: activators | 410,000 compounds, 1.8% hits | AID 652104 | TDP-43 expressing yeast growth rescue, BacTiter-Glo, 24 h; also: potency is read from the fitted curve at half-maximal effect; % of control where 0% means no effect; nearly all actives have a fitted effect of over 50% in size
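Readout is BacTiter-Glo luminescence of cell growth, so inhibitors register as activators. TDP-43-expressing yeast at OD600=0.02 in galactose medium, after raffinose pregrowth to mid-log, were incubated with compound for 24 hr at 30 deg C.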
PTHR1 agonist: activates the human parathyroid hormone receptor PTHR1. AID 743266. Potency, µM (top dose mostly 115 µM), for inactives: at the top dose activation, hits mostly activators. HEK293 GP2 PTHR1 cells, GloSensor cAMP luminescence, 1 h. 410,000 compounds, 0.075% hits. Q03431; also: potency is read from the fitted curve at half-maximal effect; nearly all actives have a fitted effect of over 55% in size; some results filed as inactive show a strong effect at the top dose; inactives centre near -15; many of its hits are not listed in these tables
Target sequence (Q03431 whole entry, looked up): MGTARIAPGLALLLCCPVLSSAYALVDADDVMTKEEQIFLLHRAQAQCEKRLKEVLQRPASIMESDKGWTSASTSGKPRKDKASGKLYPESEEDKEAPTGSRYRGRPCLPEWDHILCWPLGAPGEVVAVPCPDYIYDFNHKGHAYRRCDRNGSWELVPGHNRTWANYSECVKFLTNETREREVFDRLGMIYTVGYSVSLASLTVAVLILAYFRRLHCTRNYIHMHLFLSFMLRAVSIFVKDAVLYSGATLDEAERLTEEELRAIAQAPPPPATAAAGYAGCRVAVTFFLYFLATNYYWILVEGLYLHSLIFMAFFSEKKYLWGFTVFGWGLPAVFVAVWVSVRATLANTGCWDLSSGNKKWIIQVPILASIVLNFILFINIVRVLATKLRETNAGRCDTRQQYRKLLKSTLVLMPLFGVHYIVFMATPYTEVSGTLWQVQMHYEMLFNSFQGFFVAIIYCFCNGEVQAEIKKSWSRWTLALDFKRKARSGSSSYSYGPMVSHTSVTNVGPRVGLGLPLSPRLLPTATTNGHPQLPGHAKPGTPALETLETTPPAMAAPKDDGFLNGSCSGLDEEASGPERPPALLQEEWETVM
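HEK-293-derived GP2 cells expressing PTHR1 and a GloSensor cAMP reporter, 3,000/well, plated overnight, given luciferin plus IBMX (each 0.5 mM as added) for 1 h at 37 °C, then compound for 1 h at 37 °C. Luminescence was read after 15 min at room temperature.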
GLP1R cytotox: cytotoxic in the GLP-1 receptor inverse agonist counter-screen; 410,000 compounds, 0.13% hits; AID 624418; HEK293 cAMP-luciferase reporter cells, luminescence, 24 h; Potency, µM (doses to about 38.3 µM), for inactives: at the highest dose activity change, negative = inhibition, most hits filed as inhibitors;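 also: loss of luciferase light is scored as toxicity; potency is read from the fitted curve at half-maximal effect; % is scaled to controls: 0 for no effect and ±100 for the full control effect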
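Here, cytotoxicity is scored as loss of luminescence. The MLSMR collection was tested on cells seeded in medium containing 10% Nu serum, with a 24 hr compound exposure preceded by 12 hours of culture.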
GLP1R inv ag: acts as inverse agonist at human GLP-1 receptor; HEK293 GLP-1R CRE-luciferase, luminescence, 24 h; GLP-1R form is constitutively active; Potency, µM (highest dose often 38.3 µM), for the others: top-dose activity change, negative = inhibition, actives largely listed as inhibitors; 410,000 compounds, 1.6% hits; also: potency is read from the fitted curve at half-maximal effect; % is scaled to controls: 0 for no effect and ±100 for the full control effect; nearly all actives have a fitted effect of over 55% in size
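HEK293 cells stably co-expressing a cAMP-responsive luciferase reporter and constitutively active GLP-1R were seeded, incubated 12 h, then exposed to compounds for 24 h at 37 C. Luminescence was read 12 min after detection reagent; inverse agonists lower signal.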
The depositor's hits bear a star; i = inactive; ? = inconclusive; · = not tested or not shown; [ ] = another dose, or the depositor's remark. Unless noted, calls follow the shape of the dose curve; as a rule, active = well fitted curve in the direction sought with a large enough effect; inconclusive = small, poorly fitted or top-dose-only effect, or another doubt; inactive = no such curve, though single readings can be large; an effect the other way counts as inactive or inconclusive. A portion of the library (hit frequency here may not be typical).

# | structure | GLP-1R agonist | KB-V1 MDR tox | DRD3 antagonist | aSyn rescue | DRD3 agonist
1 | O=C1CCCN2N=C(SCC(=O)Nc3ccccc3C(F)(F)F)SC2=N1 | -3% | -16% | -10 | -1% | 7
2 | O=C(COC(=O)c1cc(Br)ccc1O)NNC(=O)c1ccc(Cl)cc1 | -12% | 3% | ? | -4% | -9
3 | CCOC(=O)c1c(-c2ccccc2)csc1NC(=O)c1nc(S(=O)(=O)CC)ncc1Cl | · | · | · | · | -19
4 | COc1ccc(C(=O)/C=C/c2ccc(OC3CSC3)cc2)cc1 | 7% | -14% | -27 | 4% | 23
5 | COc1ccc(N2CCN(C(=O)c3cccc(S(=O)(=O)N4CCc5ccccc54)c3)CC2)cc1 | 12% | -2% | 9 | 18% | 21
6 | Cc1ccc(SCCOCCN2CCc3ccccc3C2)cc1 | 2% | 10% | -105* | 0% | -11
7 | CCNC(=O)CC1C(=O)N(CC)C(=S)N1NC(=O)c1ccc(Cl)cc1 (stereo not drawn) | -8% | 3% | ? | -3% | -3
8 | CCc1ccc(NC(=O)Cn2c(=O)c(CNc3ccccc3)cc3cc(OC)c(OC)cc32)cc1 | · | 8% | · | · | -11
9 | COc1ccc(CN2CCNC(=O)C2CC(=O)N2CCCCO2)cc1OC (stereo not drawn) | 10% | 0% | 2 | -1% | -3
10 | CC(NC(=O)COC(=O)Cc1ccc(-c2ccccc2)cc1)c1ccccc1 (stereo not drawn) | 0% | 14% | 4 | 9% | 1
11 | Cc1ccc(N2CC(C(=O)OCc3ccccc3)CC2=O)cc1 (stereo not drawn) | -6% | 0% | 29 | -2% | -12
12 | O=C(O)CNC(=O)/C=C/c1ccc(Cl)cc1Cl | -2% | ? | 3 | -3% | 3
13 | O=C(Cn1c(=O)n(-c2ccc(F)c(Cl)c2)c(=O)c2sc3ccccc3c21)NC1CCCC1 | 1% | 25% | · | · | 4
14 | Cc1cc(C(=O)COC(=O)[C@H](C)NC(=O)c2ccco2)c(C)n1Cc1ccco1 | 2% | -3% | -2 | 1% | -3
15 | CC(C)(C)c1ccc(-c2n[nH]c(=S)n2Cc2ccccc2)cc1 | 13% | -17% | -7 | 3% | -5

# | TDP-43 yeast inh | PTHR1 agonist | GLP1R cytotox | GLP1R inv ag
1 | 28% | -12% | 8% | 15%
2 | 10% | i | -5% | -5%
3 | 4µM* | -61%[inhibitor] | 0% | 16%
4 | ? | i | 4% | ?
5 | 16% | -3% | 22% | ?
6 | -8% | i | 1% | ?
7 | -14% | 10%[57.5 µM] | 8% | 14%
8 | -6% | i | 2% | 21%
9 | 21% | i | -11% | 14%
10 | ? | i | -7% | -15%
11 | -13% | -13%[57.5 µM] | -9% | 0%
12 | 5% | -25% | 22% | 6%
13 | 13% | -17% | 6% | 2%
14 | -28%[9.22 µM] | i | -11%[7.66 µM] | 6%[7.66 µM]
15 | 5% | -12% | 0% | -12%

Copied from the list.
In GLP1R cytotox, Cc1ccc(SCCOCCN2CCc3ccccc3C2)cc1 is listed with 1%
In DRD3 agonist, CC(C)(C)c1ccc(-c2n[nH]c(=S)n2Cc2ccccc2)cc1 is listed with -5
In aSyn rescue, O=C1CCCN2N=C(SCC(=O)Nc3ccccc3C(F)(F)F)SC2=N1 is listed with -1%

Only TDP-43 yeast inh and DRD3 agonist, for 2 of the compounds above:
cpd | canonical_smiles | TDP-43 yeast inh | DRD3 agonist
4 | COc1ccc(C(=O)/C=C/c2ccc(OC3CSC3)cc2)cc1 | ? | 23
5 | COc1ccc(N2CCN(C(=O)c3cccc(S(=O)(=O)N4CCc5ccccc54)c3)CC2)cc1 | 16% | 21

The listing picks up, repeating the two entries before the break.
# | structure | GLP-1R agonist | KB-V1 MDR tox | DRD3 antagonist | aSyn rescue | DRD3 agonist
14 | Cc1cc(C(=O)COC(=O)[C@H](C)NC(=O)c2ccco2)c(C)n1Cc1ccco1 | 2% | -3% | -2 | 1% | -3
15 | CC(C)(C)c1ccc(-c2n[nH]c(=S)n2Cc2ccccc2)cc1 | 13% | -17% | -7 | 3% | -5
16 | O=C(CCCl)N1c2ccccc2C=Cc2ccccc21 | 2% | ? | -10 | 13% | 2
17 | COCCC(=O)N1CCC(Oc2ccc(C(=O)N3CCCCC3COC)cc2)CC1 (stereo not drawn) | 0% | -2% | 6 | 7% | 3
18 | C[C@@H](C(=O)N[C@H](C(=O)O)c1ccccc1)n1nnc2ccccc2c1=O | -6% | -12% | -5 | 0% | -3
19 | O=C(NCCOC(=O)Nc1cccc2ccccc12)OCc1ccccc1 | -1% | 2% | 2 | -1% | 10
20 | CC(=O)Nc1ccc(Nc2nc(C)cc(C)n2)cc1 | 10% | -2% | -2 | -10% | -6
21 | CN(C)S(=O)(=O)c1ccc(F)c(C(=O)Nc2ccccc2C(=O)NC2CC2)c1 | 6% | -6% | 20 | 3% | 3
22 | COc1ccc(NC(=O)COC(=O)c2cc([N+](=O)[O-])ccc2N2CCOCC2)cc1 | 12% | ? | -12 | 1% | 0
23 | O=C(COC(=O)C1CC2CCCC(C1)C2=O)Nc1ccc(F)c(Cl)c1 (stereo not drawn) | 5% | 15% | 5 | 4% | 0
24 | COc1ccccc1CN(C)CC(=O)Nc1ccc(Cl)cc1F | 27% | -14% | 15 | -3% | -10
25 | O=C(CSc1nc2nccnc2c(=O)n1Cc1cccs1)Nc1ccccc1 | 6% | -1% | -1 | -1% | -4
26 | Cn1c(=O)c2c(ncn2CC(N)=O)n(C)c1=O | -4% | 0% | 6 | 2% | 5
27 | COc1ccc(C/C(N)=N/OC(=O)Cc2ccccc2)cc1OC | 31% | 2% | 3 | 11% | 1
28 | COC(=O)c1ccc(CSc2ccc3nnc(-c4ccc(F)cc4)n3n2)o1 | 13% | -4% | 20 | -9% | 1
29 | CCOc1ccccc1N=Cc1c(O)n(C)c(=O)n(C)c1=O | -5% | -6% | 34 | 2% | -2
30 | CCN(CC)Cc1csc2ccc(Br)cc12 | -1% | 18% | -20 | 1% | -15

# | TDP-43 yeast inh | PTHR1 agonist | GLP1R cytotox | GLP1R inv ag
14 | -28%[9.22 µM] | i | -11%[7.66 µM] | 6%[7.66 µM]
15 | 5% | -12% | 0% | -12%
16 | 17% | -30%[inhibitor] | ? | ?
17 | 11% | i | -2% | 3%
18 | 14% | i | 1% | 14%
19 | ? | i | -8% | ?
20 | 2% | -15% | 3% | 8%
21 | 14% | i | 6% | 2%
22 | -16% | i | ? | 20%
23 | 12% | -11% | -8% | -10%
24 | 7% | -9% | -4% | ?
25 | -4% | -9% | -5% | 63%[activator]
26 | 9% | i | -1% | 2%
27 | ? | -2%[57.5 µM] | -8% | 0%
28 | 4% | -10% | 9% | 12%
29 | 10% | i | -1% | 6%
30 | 7% | i | -14% | ?

(listing goes on)
# | structure | GLP-1R agonist | KB-V1 MDR tox | DRD3 antagonist | aSyn rescue | DRD3 agonist
31 | COc1ccc(NC(=O)CSc2nc(-c3ccco3)cc(C(F)(F)F)n2)cc1 | 1% | -15% | · | · | 5
32 | Cc1cc(NC(=O)CSc2nnc(-c3ccco3)n2CC2CCCO2)no1 (stereo not drawn) | -1% | 8% | 8 | -17% | -2
33 | Cc1ccc(-c2noc(CN3CCN(Cc4ccccc4)CC3)n2)cc1 | -4% | ? | 25 | 2% | -6
34 | COc1cc(NC(C)CCCN)c2ncccc2c1Oc1ccccc1 (stereo not drawn) | 10% | -9% | -56* | -3% | 7
35 | Cn1c(CNC(=O)CCNC(=O)c2ccccc2)cc(=O)n(C)c1=O | -7% | ? | 2 | -12% | 3
36 | O=C(CSc1ccccc1C(=O)O)NCc1ccc(Cl)cc1 | 0% | 3% | 0 | -5% | 4
37 | CCOc1ccccc1C(=O)N1c2ccccc2Sc2ccccc21 | -5% | 0% | ? | 10% | -3
38 | CCN(CC)c1ccc(NC(=O)CN2CCN(c3ccc(F)cc3)CC2)cc1 | -1% | ? | -25 | -1% | 0
39 | COC(=O)C1CN(C(=O)COc2ccccc2C)c2ccccc2O1 (stereo not drawn) | 8% | 0% | 8 | 10% | -13
40 | NC(=S)NC1CC2C=CC1C2 (stereo not drawn) | -5% | 0% | 2 | -4% | -7
41 | CCCCC[C@H]1CN(CCCC)C(=O)[C@@H]1CC(=O)NCc1ccccc1 | 13% | -38% | 0 | 10% | 34*
42 | O=C(COC(=O)c1cccs1)NCc1ccco1 | 0% | 0% | 7 | 1% | 0
43 | Cc1ccccc1S(=O)(=O)N1C[C@H]2CON(C)[C@H]2C[C@H]1c1cccc(Oc2ccccc2)c1 | 4% | 0% | 51 | 9% | 13
44 | COc1ccccc1Oc1ccc(NC(=O)c2ccc(Cl)cc2)cc1 | 3% | 3% | -14 | -1% | -1
45 | CCCCNC(=O)CSc1nc2ccc(Nc3nc(N4CCOCC4)nc(N4CCOCC4)n3)cc2s1 | 11% | -25% | -4 | -3% | 9

# | TDP-43 yeast inh | PTHR1 agonist | GLP1R cytotox | GLP1R inv ag
31 | 0% | i | -12% | ?
32 | -4% | 8% | -9% | -8%
33 | -14% | 1%[57.5 µM] | 8% | -21%
34 | -9% | i | ? | ?
35 | 3% | i | -4% | 3%
36 | 4% | -12% | 4% | 9%
37 | 12% | -5% | 6% | ?
38 | 4% | -14% | -3% | 10µM*
39 | 12% | i | 5% | ?
40 | -5% | i | -9% | 11%
41 | 13% | -18% | -11% | ?
42 | 28% | i | 0% | 0%
43 | 15% | -11% | -8% | ?
44 | 20% | -35%[inhibitor] | -7% | -7%
45 | 17% | -21% | ? | ?
